HSF1 inhib: HSF1 inhibition; NIH3T3-HGL HSE-luciferase, MG132-induced, luminescence 8 h; stronger effect = lower value; activity change, negative = inhibition, % at 7.5 µM (by protocol); 0.77% of 300,000 active;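 active = more than half of replicate wells show activity change below -50%, luminescence cut by over half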;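 also: luciferase reports HSF-1 transcriptional activity via heat shock element; 0% = median of DMSO wells and -100% = zero luminescence signal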
KLF5 inhibitor: suppresses KLF5 promoter-driven expression | DLD-1 KLF5 promoter-luciferase reporter, luminescence | inhibition, % at 5 µM | 0.23% of 290,000 active | AID 1700;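 active = inhibition above a per-plate limit of that plate's mean compound inhibition plus 3 SD, cut at about 60% in these data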;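 also: 0% = DMSO wells and 100% = LY294002 at 200 µM; higher means less KLF5 promoter-driven luciferase light; inactives centre near -14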
GSK3 alpha inh: inhibitors of human GSK-3 alpha kinase. P49840. ADP-Glo luminescence, 60 min. inhibition, % at 10 µM. 0.1% of 320,000 active. AID 2650;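 in the data active = inhibition above about 50%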;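 also: GST-tagged GSK-3 alpha with peptide substrate and 25 µM ATP; 0% = DMSO neutral wells and 100% = GW8510 positive control wells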
Target sequence (P49840 whole entry, looked up): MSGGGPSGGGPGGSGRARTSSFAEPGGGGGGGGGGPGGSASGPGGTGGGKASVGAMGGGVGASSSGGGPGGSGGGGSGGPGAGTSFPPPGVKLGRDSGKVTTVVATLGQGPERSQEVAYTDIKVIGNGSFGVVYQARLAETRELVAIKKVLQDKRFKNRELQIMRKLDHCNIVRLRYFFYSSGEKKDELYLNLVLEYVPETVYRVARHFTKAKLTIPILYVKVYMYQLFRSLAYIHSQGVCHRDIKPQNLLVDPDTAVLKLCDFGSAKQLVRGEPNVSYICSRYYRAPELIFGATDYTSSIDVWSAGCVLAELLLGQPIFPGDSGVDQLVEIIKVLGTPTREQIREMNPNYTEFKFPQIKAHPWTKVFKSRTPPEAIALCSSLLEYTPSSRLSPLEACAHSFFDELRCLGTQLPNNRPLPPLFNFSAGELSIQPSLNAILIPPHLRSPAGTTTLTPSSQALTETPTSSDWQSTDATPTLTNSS
PolyA inh: blocks polyadenylation in yeast reporter cells | calls only at 12 µM | 0.02% of 300,000 active | S. cerevisiae SKY197-pL101 polyadenylation reporter, beta-gal luminescence; efflux-impaired pdr1/pdr3 knockout yeast; score 100 = 6 SD above DMSO;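 active = lowest replicate activity score at least 50, where 100 means six control SD above control mean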;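 also: yeast exposed to compound for 9 h at 30 °C; higher score means more reporter readthrough which indicates perturbed polyadenylation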
IEC-6 tox: IEC-6 cytotoxicity, counter-screen for KLF5 inhibitors; luminescence viability; inhibition, % at 5 µM; 0.78% of 290,000 active; AID 1825; in the data active = inhibition above about 22%;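 also: 0% = plate median of test compound wells and 100% = cytotoxic reference compound wells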
GSK3B inh: inhibitors of human GSK3beta kinase; GST-GSK3beta kinase, ADP-Glo luminescence, 60 min; stronger effect = lower value; activity score (negative = inhibition), % at 10 µM; 0.038% of 300,000 active;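 active = more than half of replicate wells score below -50%, meaning over 50% inhibition versus plate controls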;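 also: 0% = median DMSO wells and -100% = median GW8510 positive control wells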
Target sequence (P49841 whole entry, looked up): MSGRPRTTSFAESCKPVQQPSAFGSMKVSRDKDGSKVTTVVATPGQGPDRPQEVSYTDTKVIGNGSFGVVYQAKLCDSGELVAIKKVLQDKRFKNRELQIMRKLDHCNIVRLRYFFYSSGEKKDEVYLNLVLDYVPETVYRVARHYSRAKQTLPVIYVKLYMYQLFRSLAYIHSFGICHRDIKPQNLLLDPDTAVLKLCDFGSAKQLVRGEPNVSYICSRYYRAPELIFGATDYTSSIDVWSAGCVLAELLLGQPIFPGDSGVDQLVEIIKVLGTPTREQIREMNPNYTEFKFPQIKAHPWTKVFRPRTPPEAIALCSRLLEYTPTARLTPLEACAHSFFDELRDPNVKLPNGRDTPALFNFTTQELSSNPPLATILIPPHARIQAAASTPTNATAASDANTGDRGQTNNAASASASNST
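Test system: GST-tagged human GSK3beta kinase, cell-free; evaluation: activity score scaled between in-plate DMSO and GW8510 controls; measured by: ADP-Glo luminescence; incubation: 60 min reaction, RT; benchmarks: DMSO and 20 µM GW8510; reagent: peptide substrate plus 25 µM ATP (final); medium: Tris/MgCl2 kinase buffer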
HSP90 refold inh: inhibitors of HSP90 luciferase refolding in rabbit reticulocyte lysate; luciferase refolding luminescence, 3 h; inhibition, % at 5.6 µM; 0.91% of 290,000 active; AID 1789;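 active = inhibition above the screen-wide mean plus 3 SD, computed separately per campaign, cut at about 16% in these data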;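 also: 0% = DMSO wells and 100% = 60 µM geldanamycin wells; inhibitors lower the luminescence because luciferase stays unfolded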
aSyn UTR inh: 5' untranslated region of α-synuclein, MLPCN primary screen; alpha-synuclein 5'UTR reporter, inhibitor activity; inhibition, % (tested at 7.5 µM); 0.82% of 300,000 active; AID 1813; in the data active = inhibition above about 60%;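 also: H4 neuroglioblastoma cells stably carrying SNCA 5'UTR luciferase fusion; 0% = DMSO wells and 100% = positive control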
HSF1 activator: increases HSF-1 driven luciferase reporter signal. 1.7% of 300,000 active. activation, % at 9 µM. NIH3T3-HGL HSF-1 luciferase reporter, MG132, 8 h; 100% = twice DMSO control signal;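 active = mean replicate activation of at least 50% with a set share of replicates each reaching 50%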;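 also: 0% = median of the neutral control wells and 100% = twice that signal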
AI-2 QS modul: Vibrio harveyi AI-2 quorum sensing modulation. 0.4% of 300,000 active. Vibrio harveyi JMH597 AI-2 luminescence/OD600 ratio, 9 h; stronger effect = lower value; strain lacks LuxN and CqsS sensors; 0 = neutral-control median. activity change, % at 7.5 µM; in the data active = activity change below about -75%, passing the limit was not always enough;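 also: luminescence divided by OD600 gain over 9 h not by final OD600 alone; inactives centre near 13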
* = called active by the depositor; i = inactive; . = no result given; & = joins results of further samples.

Each structure is followed by: HSF1 inhib	KLF5 inhibitor	GSK3 alpha inh	PolyA inh	IEC-6 tox	GSK3B inh	HSP90 refold inh	aSyn UTR inh	HSF1 activator	AI-2 QS modul
[1] COC(=O)c1ccccc1COn1c(=O)c[n+]([O-])c2ccccc21
    -2	-11	0	i	4	0	2	9	4	13
[2] CCC(C)[C@H]1COCCS(=O)(=O)N1Cc1ccc(Cl)cc1Cl (stereo partly specified)
    6	-9	5	i	2	-1	2	-6	-1	4
[3] CC(C)CC(NC(=O)C(NC(=O)OC(C)(C)C)C(C)C)C(=O)NC(CCC(=O)OCc1ccccc1)C(N)=O (stereo unspecified)
    2	-13	-2	i	1	2	0	23	19	3
[4] COc1ccc(Cc2nc3ccc(C(=O)NC4CCOC4)cc3o2)cc1 (stereo unspecified)
    3	-28	-2	i	-4	-1	-5	-1	12	2
[5] Cc1nc(Cl)c(C#N)c2c1CCCC2
    6	-2	-1	i	3	0	1	9	0	20
[6] COCc1cc(C)nc2sc(C(=O)Nc3cccc(OC)c3)c(N)c12
    26	-234	-1	i	6	1	-3	-192	45	35
[7] COCCn1c(C)cc(C2=NNC(=Nc3ccc(OC)cc3)SC2)c1C
    -2	-33	-2	i	-1	2	4	-16	-21	35
[8] N#CCC(=O)Nc1ccc(C(=O)OCC(=O)N(C2CCCCC2)C2CCCCC2)cc1
    -2	6	0	.	2	3	10	17	8	-1
[9] COc1ccc(/C(C)=N/NC(=O)CNC(=O)c2cccnc2)c(OC)c1
    -4	-15	6	i	-1	3	-4	10	-9	-1
[10] Cc1ccccc1OCC(=O)NCCN1CCCC1
    .	-2	-3	.	-2	.	8	.	.	.
[11] COCc1ccc(C(=O)N2CCCC(C(=O)c3cccc(C(F)(F)F)c3)C2)o1 (stereo unspecified)
    8	-27	-5	i	-9	1	-4	11	26	13
[12] O=C(NNS(=O)(=O)c1ccccc1)C1CCCCC1
    1	7	-1	i	-6	-1	-2	9	10	9
[13] CCN(CC)c1ccc(C(=O)OCC(=O)N2CCCC2)cc1
    -6	-52	-2	i	2	0	0	-60	5	22
[14] CN(C(=O)CC(=O)Nc1ccc(Cl)c(Cl)c1)c1ccccc1
    8	-9	0	i	-1	-1	-2	-19	-1	-10
[15] O=C(N/N=C/c1ccc(OCC(=O)N2CCOCC2)cc1)c1ccccc1Cl
    6	-40	-3	i	5	4	4	-3	3	0
[16] O=C(N/N=C1\CCCc2ccccc21)c1ccc([N+](=O)[O-])cc1Cl
    3	-6	1	i	2	-1	7	-27	0	17
[17] CCN(CC)CC(=O)Nc1c(Br)ccc2c1OCO2
    1	-7	0	i	-10	-2	-3	-1	6	17
[18] Cc1ccc(C#N)c(SCC(=O)Nc2nccs2)n1
    -1	-73	-1	i	8	3	0	-38	21	29
[19] CC(C)Oc1ccc(/C=C(/NC(=O)c2ccccc2)C(=O)NCCC(=O)O)cc1
    -43	-8	-1	i	-2	-1	-1	-17	-54	14
[20] COC(=O)c1ccc(NC(=O)CCN2CCCCC2)cc1
    -3&-4	9&-7	-1&-5	i	3&2	-1&1	1&-1	0	-3&-16	21&17
[21] O=C(c1ccccc1NS(=O)(=O)c1ccc(F)cc1)N1CCc2ccccc21
    -3	-5	-3	i	-5	-1	-3	4	33	-6
[22] Cc1ccsc1C(=O)OCC(=O)N1CC(=O)Nc2ccccc21
    9	-11	0	i	-7	1	-1	0	15	0
[23] C=CCNc1nc(SC)nc2ccsc12
    -8	1	.	i	2	-2	3	37	0	20
[24] CCOc1ccccc1CNC(=O)C1CCCN(c2nn3c(=O)cc(C)nc3s2)C1 (stereo unspecified)
    1	-8	-5	i	0	0	3	23	-16	23
[25] Cc1cc(OCC(=O)Nc2ccc(F)c(F)c2)nc(C(C)C)n1
    3	-14	-1	i	-2	-1	1	30	8	8
[26] Cc1ccc(NC(=O)C(C)c2cccc(C(=O)c3ccccc3)c2)cc1O (stereo unspecified)
    -8	-33	-9	i	-5	0	2	20	-7	3
[27] COC(=O)c1ccc2c(=O)n(CCCCCC(=O)NCc3ccccc3)c(=O)[nH]c2c1
    7	-24	3	i	-2	0	3	11	12	9
[28] CCOC(=O)c1cccc(NC(=O)CSc2nnnn2C)c1
    -5	-32	0	i	1	-1	-3	-6	-4	32
[29] CCOc1ccc(C(=O)CN2CCN(S(=O)(=O)c3ccc(Br)cc3)CC2)cc1
    1	1	-2	i	6	1	2	31	10	1
[30] O=C(c1cccc(Cl)c1)N1CCN(c2ncnc3c2cnn3-c2ccccc2)CC1
    -9	-34	1	i	2	2	9	36	-15	3
[31] CC(CCN1CCN(c2ccc(F)cc2)CC1)c1ccccc1 (stereo unspecified)
    -3	-1	6	i	-3	-1	7	-9	-4	15
[32] [O-][n+]1onc2c1CCc1c-2nc(-c2ccccc2)n1OCc1ccccc1
    2	-2	-1	i	0	2	-1	-17	-12	6
[33] S=c1nc(C2CC2)[nH]c2ccccc12
    3	18	2	i	1	0	0	17	13	42
[34] Cc1ccc(C)c(N=Nc2ccc(O)c3ncccc23)c1
    -13	-44	-4	i	12	0	2	33	-27	34
[35] CCCC(=O)Oc1c(S(=O)(=O)c2ccc(C)cc2)c(C)nn1C(C)(C)C
    6	6	-1	i	1	0	3	-45	15	6
[36] O=C(CCCNC(=O)/C(=C\c1ccccc1F)NC(=O)c1ccccc1)OCc1ccccc1
    -56*	-17	2	i	-6	3	-1	5	-65	14
[37] CCN(CC)C(=O)c1cn(CCC#N)nc1-c1ccc2ccccc2c1
    -2	-25	-4	i	-1	-1	2	0	0	13
[38] NC(=O)c1ccc(Oc2cccc3cccnc23)c([N+](=O)[O-])c1
    -1	3	5	i	0	2	-2	-39	-6	21
[39] Cc1ccc(C(=O)c2c[nH]c3c(F)cc(F)cc3c2=O)cc1
    4	-6	-3	i	1	0	-2	-32	42	14
[40] COC(=O)c1ccccc1N1C(=O)C2C(C1=O)C1C=CC2C12CC2 (stereo unspecified)
    -1	-6	.	i	-2	2	1	16	13	1
[41] CCOc1ccccc1NC(=O)NC1(C(=O)N2CCN3CCCC3C2)CCCCC1 (stereo unspecified)
    -1	5	0	i	4	0	5	-17	0	-6
[42] COC(=O)c1ccccc1NC(=O)CN1CCN(C23CC4CC(CC(C4)C2)C3)CC1
    -3	18	7	i	0	4	0	-16	1	19
[43] COc1ccccc1CNC(=O)COC(=O)c1cccc(S(=O)(=O)N2CCCC2)c1
    2	-19	-1	i	-2	-4	-3	6	-16	17
[44] C#CCOCCOCCOCCNc1nc(N2CCN(C(=O)[C@H]([C@@H](C)CC)n3cc(CCCN=C(N)N)nn3)CC2)nc(N2CCN(C(=O)[C@H]([C@@H](C)CC)n3cc(CCCN=C(N)N)nn3)CC2)n1
    -6	-3	.	i	-5	0	0	-13	-9	10
[45] O=C(Nc1ccc(O)cc1)c1cc(S(=O)(=O)N2CCCC2)ccc1Cl
    -2	-10	5	i	-2	2	-2	-14	21	-2
[46] CCOC(=O)c1ccc(NC(=O)CSc2nncn2-c2cccnc2)cc1
    -7	-8	-2	i	-2	2	-4	-1	-15	17

In the list so far, 16 contain sulfur.
Each structure is followed by: HSF1 inhib	KLF5 inhibitor	GSK3 alpha inh	PolyA inh	IEC-6 tox	GSK3B inh	HSP90 refold inh	aSyn UTR inh	HSF1 activator	AI-2 QS modul
[2] CCC(C)[C@H]1COCCS(=O)(=O)N1Cc1ccc(Cl)cc1Cl (stereo partly specified)
    6	-9	5	i	2	-1	2	-6	-1	4
[6] COCc1cc(C)nc2sc(C(=O)Nc3cccc(OC)c3)c(N)c12
    26	-234	-1	i	6	1	-3	-192	45	35
[7] COCCn1c(C)cc(C2=NNC(=Nc3ccc(OC)cc3)SC2)c1C
    -2	-33	-2	i	-1	2	4	-16	-21	35
[12] O=C(NNS(=O)(=O)c1ccccc1)C1CCCCC1
    1	7	-1	i	-6	-1	-2	9	10	9
[18] Cc1ccc(C#N)c(SCC(=O)Nc2nccs2)n1
    -1	-73	-1	i	8	3	0	-38	21	29
[21] O=C(c1ccccc1NS(=O)(=O)c1ccc(F)cc1)N1CCc2ccccc21
    -3	-5	-3	i	-5	-1	-3	4	33	-6
[22] Cc1ccsc1C(=O)OCC(=O)N1CC(=O)Nc2ccccc21
    9	-11	0	i	-7	1	-1	0	15	0
[23] C=CCNc1nc(SC)nc2ccsc12
    -8	1	.	i	2	-2	3	37	0	20
[24] CCOc1ccccc1CNC(=O)C1CCCN(c2nn3c(=O)cc(C)nc3s2)C1 (stereo unspecified)
    1	-8	-5	i	0	0	3	23	-16	23
[28] CCOC(=O)c1cccc(NC(=O)CSc2nnnn2C)c1
    -5	-32	0	i	1	-1	-3	-6	-4	32
[29] CCOc1ccc(C(=O)CN2CCN(S(=O)(=O)c3ccc(Br)cc3)CC2)cc1
    1	1	-2	i	6	1	2	31	10	1
[33] S=c1nc(C2CC2)[nH]c2ccccc12
    3	18	2	i	1	0	0	17	13	42
[35] CCCC(=O)Oc1c(S(=O)(=O)c2ccc(C)cc2)c(C)nn1C(C)(C)C
    6	6	-1	i	1	0	3	-45	15	6
[43] COc1ccccc1CNC(=O)COC(=O)c1cccc(S(=O)(=O)N2CCCC2)c1
    2	-19	-1	i	-2	-4	-3	6	-16	17
[45] O=C(Nc1ccc(O)cc1)c1cc(S(=O)(=O)N2CCCC2)ccc1Cl
    -2	-10	5	i	-2	2	-2	-14	21	-2
[46] CCOC(=O)c1ccc(NC(=O)CSc2nncn2-c2cccnc2)cc1
    -7	-8	-2	i	-2	2	-4	-1	-15	17

Assay outcomes as filed in PubChem BioAssay.

An excerpt; rates above refer to the full screens.
